PGE2 EP2 inh – human EP2 receptor antagonists, primary screen, TR-FRET cAMP, C6 glioma cells; inhibition, % at 25 µM; C6 glioma cells expressing human EP2; cells stimulated with saturating PGE2; AID 1422, 2008; 260,000 compounds, 0.52% hits;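 active means percent inhibition above 40 after rounding to a whole number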;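 further: rat C6 glioma host cells with rolipram phosphodiesterase inhibitor present; the protocol text gives 20 µM as final concentration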
Target sequence (P43116 whole entry, looked up): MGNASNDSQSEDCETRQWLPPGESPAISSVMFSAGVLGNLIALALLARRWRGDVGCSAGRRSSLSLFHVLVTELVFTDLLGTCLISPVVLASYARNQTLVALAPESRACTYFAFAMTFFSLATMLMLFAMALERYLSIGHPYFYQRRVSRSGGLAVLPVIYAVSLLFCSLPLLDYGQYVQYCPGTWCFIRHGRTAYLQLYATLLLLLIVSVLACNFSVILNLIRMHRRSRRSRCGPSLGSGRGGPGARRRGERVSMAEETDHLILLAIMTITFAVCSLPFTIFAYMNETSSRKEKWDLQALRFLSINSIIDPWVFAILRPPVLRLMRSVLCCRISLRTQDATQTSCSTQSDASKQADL
EP2 mod – EP2 receptor modulators, cAMP readout, primary screen, cell-based, HTRF cAMP, PGE2 stimulation; EP2-expressing cells, cAMP HTRF FRET, PGE2 co-stimulation; 260,000 compounds, 0.83% hits; induction, % at 25 µM;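 active means compounds whose cAMP rise, as percent of the full-agonist control response, exceeds 60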;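 further: rat C6 glioma line stably carrying human EP2 under a CMV promoter; the protocol text gives 20 µM as final concentration; 100% = response of wells given 1 µM PGE2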
* marks the source's active call; other numbers are inactive results. These rows are one share of the data (hit frequency here may not be typical).

SMILES | PGE2 EP2 inh | EP2 mod
CCC(C)(C)n1nnnc1C(c1cc2ccc(C)cc2[nH]c1=O)N1CCc2ccccc2C1 (centres undefined) | 14 | -33
CCOc1ccc(/C(O)=C2/C(=O)C(=O)NC2c2cccnc2)cc1 (centres undefined) | 12 | 33
CC(=O)N1c2ccc(NC(=O)c3cnc(C(C)(C)C)nc3)cc2CC1C (centres undefined) | 5 | -25
Nc1nc(SCc2ccccc2Cl)cc(C(=O)O)n1 | 10 | 7
COc1ccccc1C(=O)Nc1ccc2oc(=O)ccc2c1 | 14 | -30
CCOc1ccccc1NC(=S)N1CCC(NC(=O)c2cccc(C)c2)CC1 | 7 | -92
COc1cc(C(=O)Nc2nc(-c3ccc(Cl)cc3Cl)cs2)cc(OC)c1OC | 15 | -58
CCOCCn1c(N2CCCCC2)nc2c1c(=O)n(C)c(=O)n2C | 4 | 12
COc1cc(C=C2C(=O)N(C)C(=O)N(C)C2=O)ccc1OC(C)=O | 9 | -48
CCCC(=O)N1CCC(c2nc3c(nnn3Cc3ccc(Cl)cc3Cl)c(=O)[nH]2)CC1 | 7 | 34

Record cards, as listed above. Order of values: PGE2 EP2 inh | EP2 mod
Shown for CCOCCn1c(N2CCCCC2)nc2c1c(=O)n(C)c(=O)n2C = 4 | 12
Shown for CCOc1ccc(/C(O)=C2/C(=O)C(=O)NC2c2cccnc2)cc1 (centres undefined) = 12 | 33
Shown for COc1ccccc1C(=O)Nc1ccc2oc(=O)ccc2c1 = 14 | -30
Shown for COc1cc(C=C2C(=O)N(C)C(=O)N(C)C2=O)ccc1OC(C)=O = 9 | -48
Shown for COc1cc(C(=O)Nc2nc(-c3ccc(Cl)cc3Cl)cs2)cc(OC)c1OC = 15 | -58

(cont.)
SMILES | PGE2 EP2 inh | EP2 mod
Cc1nnc(SCC(=O)Nc2ccc(N(C)C)cc2)s1 | 15 | -18
COc1ccc(OC)c(C(C(=O)NC2CCCC2)N(C(=O)Cc2cccs2)C2CC2)c1 (centres undefined) | 10 | 2
CCOc1ccccc1C(C(=O)NC(C)(C)C)N(C(=O)c1csnn1)C1CCCC1 (centres undefined) | 16 | 26
CCC(CC)N1CCN(S(=O)(=O)CC)CC1 | 16 | -67
CCc1ccc2[nH]c(=O)c(CN(CC3CCCO3)C(=O)Nc3ccc(OC)cc3)cc2c1 (centres undefined) | 14 | 23
O=C(O)c1cc2sccc2n1Cc1c(F)cccc1Cl | 30 | 30
CCOc1cc(/C=C2\C(C)=C(C#N)c3nc(N)c(C#N)c(C)c32)ccc1OCC(=O)OC | 7 | -78
O=C(COc1ccc(-c2ccccc2)cc1)N1CCOCC1 | 10 | -40
CC(=O)C(C)n1c(CN(C)Cc2ccccc2)nc2c1c(=O)n(C)c(=O)n2C (centres undefined) | 6 | -19
CC(=O)CSc1nc(C)cc(C)c1C#N | 11 | -6
COc1ccc(N2CC(C(=O)OCC(=O)Nc3ccccc3)CC2=O)cc1 (centres undefined) | 13 | 3
NC(=O)c1cc(-c2ccc(N)cc2)nc2ccccc12 | 16 | -45
CC(=O)N(Cc1cccs1)Cc1cc2cccc(C)c2n2nnnc12 | 7 | -48
COc1ccc(OC)c(NC(=O)c2sc3nc4c(C)cccc4cc3c2N)c1 | 13 | -36
CC(=O)c1cccc(NC(=O)COC(=O)c2cccnc2)c1 | 9 | -15
CCc1nc2ccccc2c(C(=O)Nc2ccc(C)cc2)c1C | 12 | -8
COCCn1nnnc1C(c1cc2ccc(OC)cc2[nH]c1=O)N1CCN(Cc2ccccc2)CC1 (centres undefined) | 6 | -30
CCn1c(COc2cccc(C)c2)nnc1SCC(=O)N1C(C)CCCC1C (centres undefined) | 7 | 0
CC(=O)C(=Cc1ccc(-c2ccccc2Cl)o1)C(C)=O | 19 | -51
Nc1nc(N)c2[nH]cnc2n1 (tested in a mixture with another compound) | 12 | 27
COc1ccc2c(=O)c(C(=O)NN)c[nH]c2c1 | 13 | 3
CCn1c(COc2ccccc2)nnc1SC | 6 | 4
O=C(Cn1nc(C(F)(F)F)c2c1CCCC2)Nc1cccc(Cl)c1Cl | 8 | 12
CC(=O)O[C@H]1CCC2(C)C3=C(CCC2C1(C)C)[C@]1(C)CCC(C(C)CCC=C(C)C)[C@@]1(C)CC3 (some centres undefined) | 12 | 15
Cc1cc(C)c(NC(=O)COc2cccc(-n3cnnn3)c2)c(C)c1 | 5 | -22
O=c1oc2ccccc2c2c1nnn2C1CCN(Cc2ccccc2)CC1 | 74* | -91
O=C1CCCN1c1ccc(S(=O)(=O)NC2(c3ccc(Cl)cc3)CC2)cc1 | 3 | -101
Cc1cccc(C)c1NC(=O)Cn1cc(C(=O)c2ccco2)c2ccccc21 | 5 | -32
CCOc1ccccc1NC(=O)c1sc(NC(=O)c2ccco2)c(C(=O)OC)c1C | 11 | -13
COc1cccc(C(=O)CSc2nnc(-c3ccco3)n2Cc2ccco2)c1 | 16 | -40
Cc1ccc2c(c1)-c1cc(C)nn1C(c1cc(C)ccc1O)N2 (centres undefined) | 24 | -122
O=C(Nc1ccc2nc(-c3ccco3)[nH]c2c1)c1ccccc1 | 17 | -121
COc1ccc(C)cc1N(CC(=O)NCc1ccc2c(c1)OCO2)S(C)(=O)=O | 8 | 19
COc1ccc(NC(=O)CSc2nnc(-c3ccccc3Cl)o2)cc1 | 14 | 2
O=C(CSc1nccc(-c2ccccc2)n1)Nc1ccc2[nH]c(=O)[nH]c2c1 | 2 | -48
CNc1ncc(CN(Cc2ccc(OC)cc2OC)CC2CCCO2)cn1 (centres undefined) | 7 | 21
O=C(NC12CC3CC(CC(C3)C1)C2)N1CCC(c2nc3ccc(Cl)cc3[nH]2)CC1 | 11 | -96
CC(=O)Nc1ccc(-c2nnn(CC(=O)Nc3cccc4ccccc34)n2)cc1Cl | 8 | -65
N#Cc1sc(Nc2cccc(C(F)(F)F)c2)nc1N | 11 | -76
COc1ccc2[nH]c(=O)c(CN(C(=O)C(C)C)c3ccccc3OC)cc2c1 | 12 | -7
CCn1c(SCC(=O)N2CCCC2)nnc1-c1ccncc1 | 8 | -28
CCOC(=O)c1ccc(NC(=O)COC(=O)c2ccco2)cc1 | 5 | -46
O=S(=O)(c1ccc(Cl)c(F)c1)N1CCC(c2nc3ccccc3s2)CC1 | 8 | -21
Cc1nnc(NC(=O)Nc2ccc(Cl)cc2Cl)s1 | 10 | -45
Cc1cccc(OCc2nnc(SCC(=O)Nc3nnc(C)s3)n2C)c1 | 8 | 11
CCOc1ccc(NC(=O)c2c(C)c(CC)nc3ccccc23)cc1 | 12 | -18
Cc1cc2cc(CN(CCCO)C(=S)NCCCN3CCOCC3)c(=O)[nH]c2cc1C | 11 | -17
CC(=O)CSc1nc2c(c(=O)[nH]c(=O)n2C)n1Cc1ccccc1 | 10 | -6
C#CC1(OC(C)=O)C(C)CN(C)CC1C (centres undefined) | 7 | -12
CC1CCCC(C)N1C(=O)CSc1nnc(NC(=O)C2CCCCC2)s1 (centres undefined) | 16 | -18
Next section:
SMILES | PGE2 EP2 inh | EP2 mod
COC(=O)c1ccc(Cl)c(NC(=O)CN2C(=O)c3ccccc3S2(=O)=O)c1 | 5 | 17
Nc1ccc2nc(-c3cnccn3)[nH]c2c1 | 15 | -23
COc1ccc(-c2nnc(NC(=O)COc3ccc(C(C)C)cc3)s2)cc1OC | 4 | 7
CC1CCN(c2nc3c(c(=O)[nH]2)CCN(Cc2ccc(C(F)(F)F)cc2)C3)CC1 | 7 | -40
N#Cc1ccc(NC(=O)CSc2nc3c(c(C(F)(F)F)n2)CCc2ccccc2-3)cc1 | 7 | 29
COc1ccc(-c2cc(=O)n3[nH]cnc3n2)cc1 | 7 | -8
O=C(CCN1CCCCC1)c1csc2ccccc12 | 14 | -3
CCOC(=O)CSc1nnc(-c2ccccc2C)o1 | 8 | 28
COCCn1nnnc1C(C(C)C)N(Cc1cc2cc3c(cc2[nH]c1=O)OCCO3)C1CCCCC1 (centres undefined) | 10 | -3
O=C(O)[C@H](Cc1c[nH]c2ccccc12)N1C(=O)c2ccccc2C1=O | 17 | 12
CCOCCCNC(=O)c1cc2c(=O)n3ccccc3nc2n(Cc2cccnc2)c1=N | 7 | 1
COc1ccc(C(=O)CSc2nc3sc4c(c3c(=O)n2C)CCCC4)cc1 | 14 | -164
COc1ccccc1C(=O)N1CCC(c2nc3ccccc3s2)CC1 | 16 | -90
CCc1cc2cc3c(cc2nc1SCC(=O)N1CCCCC1)OCO3 | 6 | 55
COc1cccc(C(=O)N(Cc2cccnc2)Cc2cc3cc(C)ccc3n3nnnc23)c1 | 16 | -13
CCC(C)(C)n1nnnc1C(C(C)C)N(Cc1ccc(C)cc1)Cc1cc2cccc(C)c2[nH]c1=O (centres undefined) | 6 | 38
O=c1oc2ccccc2cc1O | 6 | 10
CC(C(=O)NC1CCCC1)N(C(=O)Cn1nnc(-c2ccc(F)cc2)n1)c1ccc2c(c1)OCCO2 (centres undefined) | 9 | 35
COc1ccccc1NC(=O)N(CCO)Cc1cc2cc(C)ccc2[nH]c1=O | 7 | -46
O=C1NC(c2ccc(Br)cc2)Nc2ccccc21 (centres undefined) | 10 | -33
N#C/C(=C\c1ccc(O)c(O)c1)C(=O)Nc1ccccc1 | 6 | -4
Cc1cc2c(=O)[nH]c(N)nc2nc1C | 8 | 5
CN1CCN(C(c2cc3cc4c(cc3[nH]c2=O)OCO4)c2nnnn2C2CCCC2)CC1 (centres undefined) | 26 | -6
CCc1cc2cc3c(cc2nc1SCC(=O)Nc1ccccc1Cl)OCO3 | 7 | 44
CCC(C)OC(=O)Cn1cnc2sc(C)c(-c3ccc(F)cc3)c2c1=O (centres undefined) | 13 | 20
COc1ccccc1NC(=O)CSc1nc(C2CCCCC2)nc2ccccc12 | 6 | 79*
Cc1nc2c(c(=O)[nH]1)CCN(Cc1c(C)oc3ccccc13)C2 | 6 | -20
COc1ccc(-n2nc3cc(C)c(NC(=O)c4ccc5c(c4)OCO5)cc3n2)cc1 | 7 | -14
COc1cccc(C2NC(=O)NC3=C2C(=O)N(CCN2CCCCC2)C3)c1 (centres undefined) | 6 | -40
Cc1ccc(NC(=S)NC(=O)c2ccc(Cl)cc2Cl)nc1 | 14 | -42
Cc1cc(C)n(-c2cccc(CN(CCN3CCOCC3)Cc3cccnc3)c2)n1 | 7 | -20
CCOc1ccc(NC(=O)c2ccc3c(c2)OCCO3)cc1 | 10 | -57
COc1ccc(N(CC(=O)Nc2ccc3c(c2)OCCO3)S(C)(=O)=O)cc1 | 11 | -31
CCOC(=O)C1=C(C)Nc2ncnn2C1c1ccc(C#N)cc1 (centres undefined) | 5 | -14
CCOc1ccc([C@@H]2C[C@H](O)C(=O)N2C)cc1 | 9 | -2
CC(c1ccccc1)N1C(=O)/C(=C/c2c(NCCCO)nc3ccccn3c2=O)SC1=S (centres undefined) | 7 | -12
COC(=O)c1cc(-c2ccc(Cl)cc2Cl)no1 | 14 | 9
COC(C(=O)NCc1nc(-c2ccncc2)n[nH]1)c1ccccc1 (centres undefined) | 6 | 12
COc1ccc2cc(C#N)c(SCC(=O)NCCc3ccc(OC)c(OC)c3)nc2c1 | 20 | 19
C=CCNc1nc(Nc2cc(Cl)ccc2OC)nc(OC)n1 | 6 | 27

EP2 mod: hit marks shown above.
SMILES | EP2 mod
COc1ccccc1NC(=O)CSc1nc(C2CCCCC2)nc2ccccc12 | 79*

Ordered by molecular weight (low to high): part of the list above.
SMILES | PGE2 EP2 inh | EP2 mod
Cc1cc2c(=O)[nH]c(N)nc2nc1C | 8 | 5
COc1ccc(C(=O)CSc2nc3sc4c(c3c(=O)n2C)CCCC4)cc1 | 14 | -164
Cc1cc(C)n(-c2cccc(CN(CCN3CCOCC3)Cc3cccnc3)c2)n1 | 7 | -20
N#Cc1ccc(NC(=O)CSc2nc3c(c(C(F)(F)F)n2)CCc2ccccc2-3)cc1 | 7 | 29

In another format: 4 of the compounds above.
> CCOc1ccc(NC(=O)c2ccc3c(c2)OCCO3)cc1
  PGE2 EP2 inh: 10	EP2 mod: -57
> COc1ccc(N(CC(=O)Nc2ccc3c(c2)OCCO3)S(C)(=O)=O)cc1
  PGE2 EP2 inh: 11	EP2 mod: -31
> CCOC(=O)C1=C(C)Nc2ncnn2C1c1ccc(C#N)cc1 (centres undefined)
  PGE2 EP2 inh: 5	EP2 mod: -14
> CCOc1ccc([C@@H]2C[C@H](O)C(=O)N2C)cc1
  PGE2 EP2 inh: 9	EP2 mod: -2

The list continues:
SMILES | PGE2 EP2 inh | EP2 mod
C[C@H](Cn1nnc2ccccc21)NC(=O)CN1CCCC1=O | 1 | -4
COc1ccc(C=C2C(=O)N(C)C(=O)N(C)C2=O)cc1I | 13 | -8
C=Cn1ncc(CN(Cc2ccccc2OC)C2CC(C)(C)NC(C)(C)C2)c1C | 4 | -64
CCCC(CCC)C(=O)Nc1ccc(NC(=O)c2ccco2)c(C)c1 | 12 | -26
COc1ccc(CNc2c(-c3ccc(O)cc3O)nc3cnccn23)cc1 | 8 | -46
COc1ccc2cc(C#N)c(N3CCN(S(=O)(=O)c4ccccc4F)CC3)nc2c1 | 5 | -34
Cc1[nH]c(=O)cc2ccc3ccccc3c12 | 11 | -22
COc1ccc(CN(C)CCN2CCCCC2)cc1Cc1c(C)noc1C | 7 | 10

Source: PubChem (Emory University Molecular Libraries Screening Center)
